Compound activity from PubChem.
APEX1 inh = inhibitors of human APE1 endonuclease. recombinant APE1, TAMRA/BHQ-2 abasic DNA cleavage fluorescence. 350,000 tested, 0.35% active. AID 2517. Potency, µM (titrated, usually from 65.8 µM), without a hit: at the top dose activity change, negative = inhibition, most hits filed as inhibitors. P27695;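 also: plate controls were vehicle for no effect and reference inhibitor for full effect; nearly all actives have a fitted effect of over 55% in size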
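Step 1: APE1 (0.75 nM) with compound, 15 min RT. Step 2: add 50 nM fluorophore/quencher THF duplex. Step 3: three fluorescence reads 60 s apart (525/598 nm); read 3 minus read 1 = reaction progress.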
POLB inh = inhibitors of human DNA polymerase beta | P06746 | Pol beta primer extension/strand displacement, fluorescence kinetic | Potency, µM (highest dose often 114 µM), without a hit: top-dose activity change, negative = inhibition, hits mostly inhibitors | 340,000 tested, 1.3% active; also: % is scaled to controls: 0 for no effect and ±100 for the full control effect
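Pol beta (10 nM) and compounds were preincubated 15 min at room temperature, then 50 nM substrate (final) started primer extension/strand displacement. Reads were taken at 0 and 10 min; concentration-response data were fitted to a four-parameter Hill equation.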
POLK inh = inhibitors of human DNA polymerase kappa | Q9UBT6 | purified Pol kappa, fluorescent DNA synthesis assay, 10 min | Potency, µM (titrated, usually from 107 µM), for inactives: at the top dose activity, negative = inhibition, usual class: inhibitors | 400,000 tested, 0.53% active | AID 588579; also: % is scaled to controls: 0 for no effect and ±100 for the full control effect
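Kinetic fluorescence readout at 0 and 10 min followed reaction start with substrate at 50 nM final. Beforehand, enzyme (10 nM Pol kappa) stood 15 min with compound at room temperature; buffer-only wells were negative controls.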
BLM helicase inh = Bloom syndrome helicase (human) inhibition; recombinant BLM DNA unwinding, fluorescence dequenching; Potency, µM (titrated, usually from 56.1 µM), without a hit: at the highest dose activity change, negative = inhibition, most hits filed as inhibitors; 350,000 tested, 0.2% active; AID 2528;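 also: plate controls were vehicle for no effect and no enzyme for full effect; nearly all actives have a fitted effect of over 35% in size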
Pol iota inh = DNA polymerase iota (human) inhibition; Pol iota fluorescent replication assay, 10 min; 390,000 tested, 1% active; Potency, µM (doses to about 115 µM), without a hit: at the top dose activity, negative = inhibition, usual class: inhibitors; AID 588590; Q9UNA4
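Fluorescent replication assay read twice, at 0 min and 10 min after adding 50 nM (final) substrate. Enzyme (10 nM) and compounds were first incubated 15 min at room temperature; enzyme-free buffer wells were negative controls.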
BAZ2B block = inhibitors of human BAZ2B bromodomain; 360,000 tested, 4.4% active; AlphaScreen BAZ2B-H3K14Ac peptide displacement; Potency, µM (doses to about 114 µM), for the others: top-dose activity change, negative = inhibition, actives largely listed as inhibitors; Q9UIF8; also: % is scaled to controls: 0 for no effect and ±100 for the full control effect; nearly all actives have a fitted effect of over 60% in size
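AlphaScreen displacement: compounds (up to 110uM) incubated 30 min at room temperature with a preformed 50 nM BAZ2B/50 nM biotinylated H3K14Ac peptide complex in PBS pH 7.4 with Tween-20. Donor and acceptor beads at 10 ug/mL final added, 20 min light-protected before reading.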
JMJD2A Tudor inh = inhibitors of human JMJD2A Tudor domain; AlphaScreen JMJD2A-Tudor / H3K4me3 peptide binding; Potency, µM (series often up to 114 µM), without a hit: at the top dose activity change, negative = inhibition, actives largely listed as inhibitors; 390,000 tested, 4.4% active; AID 504339; also: % is scaled to controls: 0 for no effect and ±100 for the full control effect; nearly all actives have a fitted effect of over 50% in size
Target sequence (O75164 whole entry, looked up, the tested form may be a part): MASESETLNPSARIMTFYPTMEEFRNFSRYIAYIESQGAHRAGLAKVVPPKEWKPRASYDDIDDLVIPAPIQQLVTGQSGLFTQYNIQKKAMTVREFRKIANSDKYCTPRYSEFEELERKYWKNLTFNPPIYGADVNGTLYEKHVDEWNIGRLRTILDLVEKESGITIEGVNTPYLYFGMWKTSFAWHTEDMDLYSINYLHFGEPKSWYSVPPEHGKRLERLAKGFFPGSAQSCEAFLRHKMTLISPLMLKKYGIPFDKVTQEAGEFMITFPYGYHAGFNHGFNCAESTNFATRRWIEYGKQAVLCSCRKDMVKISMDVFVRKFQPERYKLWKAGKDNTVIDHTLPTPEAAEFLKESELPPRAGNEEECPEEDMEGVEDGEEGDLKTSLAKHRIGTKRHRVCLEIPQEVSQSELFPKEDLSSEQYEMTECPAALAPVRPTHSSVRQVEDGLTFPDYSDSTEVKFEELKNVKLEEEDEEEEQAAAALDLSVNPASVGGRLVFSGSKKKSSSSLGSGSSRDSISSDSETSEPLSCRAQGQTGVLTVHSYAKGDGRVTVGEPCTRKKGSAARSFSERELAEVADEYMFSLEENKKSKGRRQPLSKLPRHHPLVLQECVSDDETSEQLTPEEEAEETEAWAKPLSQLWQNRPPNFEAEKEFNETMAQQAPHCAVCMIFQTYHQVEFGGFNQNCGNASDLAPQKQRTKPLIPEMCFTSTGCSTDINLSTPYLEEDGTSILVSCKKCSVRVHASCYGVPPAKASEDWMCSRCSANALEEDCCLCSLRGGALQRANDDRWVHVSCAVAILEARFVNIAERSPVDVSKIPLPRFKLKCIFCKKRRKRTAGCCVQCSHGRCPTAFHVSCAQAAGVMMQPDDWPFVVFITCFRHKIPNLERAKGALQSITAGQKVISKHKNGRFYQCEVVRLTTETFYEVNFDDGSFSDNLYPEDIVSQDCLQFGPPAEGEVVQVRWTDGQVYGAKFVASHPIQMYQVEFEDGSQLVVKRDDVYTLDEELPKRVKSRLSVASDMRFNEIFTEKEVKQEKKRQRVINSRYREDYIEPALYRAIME
G9a block = inhibitors of human histone lysine methyltransferase G9a | G9a H3K9 monomethylation, AlphaScreen, 2 h | Potency, µM (series often up to 102 µM), inactives show at the top dose activity, negative = inhibition, actives largely listed as inhibitors | 350,000 tested, 8.8% active; also: % is scaled to controls: 0 for no effect and ±100 for the full control effect; nearly all actives have a fitted effect of over 75% in size
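Methyltransferase reactions run at room temperature for 2 h (20 nM enzyme, 500 nM biotin-H3K9 peptide, 20 uM SAM) after a 15 min compound preincubation; product detected by AlphaScreen beads and anti-H3K9me1 antibody.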
Pol eta inh = DNA polymerase eta (human) inhibition; recombinant Pol eta, fluorescent DNA replication assay; Q9Y253; Potency, µM (doses to about 114 µM), for inactives: top-dose activity change, negative = inhibition, usual class: inhibitors; 390,000 tested, 1.2% active; also: % is scaled to controls: 0 for no effect and ±100 for the full control effect
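Pol eta at 10 nM preincubated with compounds 15 min at room temperature; reaction started with fluorescent substrate (50 nM final) and read kinetically at 0 and 10 min.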
* hit, by the source's call; u = inconclusive; x = no result given; & = joins results of further samples; ! = not active in a repeat; [ ] = dose if it differs, or a comment. Calls follow the shape of the dose curve; as a rule, active = well fitted curve in the direction sought with a large enough effect; inconclusive = small, poorly fitted or top-dose-only effect, or another doubt; inactive = no such curve, though single readings can be large; an effect the other way counts as inactive or inconclusive. Potency is read from the fitted curve at half-maximal effect. These rows are one share of the data (hit frequency here may not be typical).

POLK inh,JMJD2A Tudor inh,BAZ2B block,G9a block,APEX1 inh,Pol eta inh,BLM helicase inh,POLB inh,Pol iota inh,mol
-2%,1%,-12%,6%[59 µM],3%,-6%,-8%,-3%,9%,COCCN(C(=S)Nc1ccc(C)c(C)c1)C(C)c1ccco1 (stereo not given)
-8%,45µM*,x,x,x,-1%,x,x,5%,COc1cc(OC)nc(Oc2ccccc2/C=N/O)n1
-4%,-5%,-3%,13%[12.7 µM],-1%,2%,x,x,-10%,CCc1noc(C)c1C(=O)Nc1nc2c(F)cc(F)cc2s1
-10%,-25%,-10%,x,0%,-1%,-12%,25%,-16%,COc1cc(C=O)c(-c2c(C=O)cc(OC)c3c2OCO3)c2c1OCO2
-3%,-9%,-7%,10%,10%,-15%,-1%,15%,16%,CC(=O)N1CCc2cc(S(=O)(=O)CCC(=O)Nc3c(C)n(C)n(-c4ccccc4)c3=O)ccc21
7%,0%,-1%,-4%[59 µM],x,-12%,-2%,17%,-7%,COc1ccc(S(=O)(=O)N(CC(=O)NCc2ccc(C)cc2)c2ccc(Cl)cc2)cc1
-7%,-8%,5%,-5%[59 µM],x,0%,-2%,-6%,85%[activator],COc1cc(C(=O)NCC(c2cccnc2)N2CCc3ccccc32)cc(OC)c1OC (stereo not given)
-9%,-8%,-7%,-2%,1%,-7%,-11%,3%,13%,O=C(N/N=C/c1ccc2c(c1)OCO2)C(O)c1ccccc1 (stereo not given)
-1%,-8%,-20%,-1%,3%,-8%,0%,-11%,20%,CC(C)c1ccc(/C=N\NC(=O)c2ccc(Cn3cccn3)o2)cc1
2%,3%,0%,10%,1%,-12%,-1%,13%,-18%,Cc1ccc2nc3ccc(N4CCCCCCC4)nn3c(=O)c2c1

Other records follow.
POLK inh,JMJD2A Tudor inh,BAZ2B block,G9a block,APEX1 inh,Pol eta inh,BLM helicase inh,POLB inh,Pol iota inh,mol
-14%,-31%,x,x,x,-11%,x,x,71%[activator],COc1ccc(OC)c(C(=O)C(=O)c2cc(OC)ccc2OC)c1
-6%,-18%,1%,7%,-4%,-3%,0%,18%,15%,CCN(CC)C(=O)/C(=C\c1ccc(Br)cc1)NC(=O)c1ccccc1OC
-1%,-20%,1%,9%,-1%,-12%,4%,31%,-2%,CC(=NC1CCN(Cc2ccccc2)CC1)c1c(O)[nH]c(=O)[nH]c1=O
-5%,-11%,-3%,2%,1%,-9%,1%,1%,53%[activator],CN(C)C(=O)/C(=C/c1cn(-c2ccccc2)nc1-c1cccc([N+](=O)[O-])c1)NC(=O)c1ccccc1
-2%,11%,9%,9%[2.33 µM],0%,-10%,-2%,u,26%,O=C(NCc1cccs1)c1cccc(S(=O)(=O)N2CCCCC2)c1
-29%,-21%,0%,12%,-1%,-9%,-1%,17%,12%,Cc1c(C(=O)NC(C)C2CC3CCC2C3)cccc1[N+](=O)[O-] (stereo not given)
-4%[60.1 µM],u,-33%,-2%[59 µM],x,-32%,-8%,-14%,12%,CCN(CC)c1ccc(C(=O)NCc2nc3cccnc3n2Cc2ccc(C)cc2)cc1
7.9µM*!,x,x,3%[59 µM],4.5µM*!,x,29%&182%,x,x,Cc1ccc2c(=O)c3ccccc3n(CCCN)c2c1C
10%,-14%,u,u,-5%,-6%,-4%,21%,12%,Cn1c(SCC(=O)c2ccccc2F)nnc1C1CC1
-11%[60.1 µM],-34%,u,-29%[59 µM],x,6%,-3%,-2%,-25%,COc1cccc(C(=O)Nc2cccc(-c3cn4ccsc4n3)c2)c1OC

Another view of 7 compounds above.
mol	POLK inh	JMJD2A Tudor inh	BAZ2B block	G9a block	APEX1 inh	Pol eta inh	BLM helicase inh	POLB inh	Pol iota inh
Cc1ccc2c(=O)c3ccccc3n(CCCN)c2c1C	7.9µM*!	x	x	3%[59 µM]	4.5µM*!	x	29%&182%	x	x
Cn1c(SCC(=O)c2ccccc2F)nnc1C1CC1	10%	-14%	u	u	-5%	-6%	-4%	21%	12%
CN(C)C(=O)/C(=C/c1cn(-c2ccccc2)nc1-c1cccc([N+](=O)[O-])c1)NC(=O)c1ccccc1	-5%	-11%	-3%	2%	1%	-9%	1%	1%	53%[activator]
CC(=NC1CCN(Cc2ccccc2)CC1)c1c(O)[nH]c(=O)[nH]c1=O	-1%	-20%	1%	9%	-1%	-12%	4%	31%	-2%
CCN(CC)c1ccc(C(=O)NCc2nc3cccnc3n2Cc2ccc(C)cc2)cc1	-4%[60.1 µM]	u	-33%	-2%[59 µM]	x	-32%	-8%	-14%	12%
COc1ccc(OC)c(C(=O)C(=O)c2cc(OC)ccc2OC)c1	-14%	-31%	x	x	x	-11%	x	x	71%[activator]
Cc1c(C(=O)NC(C)C2CC3CCC2C3)cccc1[N+](=O)[O-] (stereo not given)	-29%	-21%	0%	12%	-1%	-9%	-1%	17%	12%

Additional records follow:
POLK inh,JMJD2A Tudor inh,BAZ2B block,G9a block,APEX1 inh,Pol eta inh,BLM helicase inh,POLB inh,Pol iota inh,mol
-12%,u,-4%,11%[12.7 µM],12%,-22%,0%,12%,41%[activator],Nn1c(SCC(=O)Nc2ccc3c(c2)OCO3)nnc1C(F)(F)F
-13%,u,-33%,-5%,-2%,-15%,-7%,16%,-14%,COc1cc(CNc2ncnc3c2[nH]c2ccc(C)cc23)cc(OC)c1
-2%,-3%,-1%,u,9%,-14%,-16%,31%[activator],-2%,CCC1=NC(c2ccc(OC)cc2OC)N(O)C1(C)C (stereo not given)
-22%,50%[activator],x,x,x,-9%,x,x,4%,O=C1OC(c2ccccc2)(c2ccccc2)c2ccccc21
0%,u,u,50µM*,u,-24%,-16%,-29%,40%[activator],COc1ccc(OC)c(NC(=O)Nc2nnc(N3CCC(C)CC3)s2)c1
-19%,-15%,-13%,x,3%,2%,1%,-2%,175%[activator],NC(=O)c1cc(-c2ccncc2)nc2ccc(Cl)cc12
-12%,-10%[11.4 µM],-7%,0%,0%,-9%,-3%,36%,2%,Cc1c(NC(=O)c2cccc(NS(C)(=O)=O)c2)c(=O)n(-c2ccccc2)n1C
-23%,-14%,-5%,u,-6%,-5%,0%,14%,6%,COc1ccc(Nc2nc3c(c(=O)n(C)c(=O)n3C)n2CCO)cc1
-6%,2%,-1%[57.1 µM],5.6µM*,x,-21%,-10%,5%,8%,Cc1cccc(Oc2nc3ccccn3c(=O)c2/C=C(\C#N)c2nc3ccccc3s2)c1C
-16%,-11%,-1%[57.1 µM],36%[activator],-6%,-7%,-3%,22%,3%,CCn1cc(/C=N/NC(=O)c2cc3c(ccc4ccccc43)o2)c2ccccc21

The results go on:
POLK inh,JMJD2A Tudor inh,BAZ2B block,G9a block,APEX1 inh,Pol eta inh,BLM helicase inh,POLB inh,Pol iota inh,mol
-3%,40µM*,56µM*,7.9µM*,-3%,-11%,-3%,1%,-10%,Cc1ccc(S(=O)(=O)NC(C)(C)CN2CCC(Cc3ccccc3)CC2)cc1
7%[60.1 µM],x,x,2%[0.501 µM],16%,x,0%,x,x,CCNc1ncc2nc(-c3ccc(OC)cc3)c(=O)n(Cc3cccs3)c2n1
1%,u,u,x,9%,-18%,-7%,7%,24%,COc1ccccc1C1CCN(c2ccc([N+](=O)[O-])c(OC)c2)CC1
15%,-7%,3%,3%[12.7 µM],-1%,-12%,0%,1%,19%,Cc1csc(SCC(=O)Nc2cc(S(=O)(=O)N3CCOCC3)ccc2N2CCOCC2)n1
-2%,-6%,-3%,1%,-3%,-12%,-8%,13%,10%,COc1ccccc1N/C=C(\C#N)c1nc2ccccc2[nH]1
17%,-5%,0%,x,-8%,-4%,0%,40%,32%[activator],CCC(=O)N1c2ccc(S(=O)(=O)N3CCCCC3)cc2CC1C (stereo not given)
3%,7%,2%,10%,4%,-17%,-1%,10%,58%[activator],Cc1ccc2ncnc(Nc3ccccc3)c2c1
-20%[60.1 µM],-17%,-9%,10%[59 µM],x,-9%,-7%,-2%,-3%,CC(C)CC(=O)Nc1ccc(C(=O)OCc2cc(=O)n3nc(C(C)C)sc3n2)cc1
-4%&3%,-13%&-23%,-17%&-6%,-1%,-5%,-13%&1%,-10%&-4%,8%&4%,64%&-7%[activator],COc1ccc(N(CC(=O)N2CCc3ccccc3C2)S(=O)(=O)c2ccccc2)cc1
-5%,-1%,-7%,-3%[2.33 µM],17%,-18%,0%,-19%,5%,CCc1cc2c(=O)n(N)c(CCC(=O)O)nc2s1

Next section.
POLK inh,JMJD2A Tudor inh,BAZ2B block,G9a block,APEX1 inh,Pol eta inh,BLM helicase inh,POLB inh,Pol iota inh,mol
-8%,-13%,x,x,x,-19%,x,x,16%,COc1cc(CC2C(=O)OCC2C(=O)c2ccc3c(c2)OCO3)cc(OC)c1OC (stereo not given)
-8%,-13%,-1%[57.1 µM],-1%,26%,-20%,0%,-9%,8%,CC1CCCN(CCCNC(=O)C2CCN(S(=O)(=O)N3CCC4(CC3)OCCO4)CC2)C1 (stereo not given)
-13%,-3%,5%,0%[59 µM],1%,-8%,-2%,u,u,COc1ccc(-n2c(C)nc3c(cnn3-c3ccccc3)c2=O)cc1
-4%,-21%,-8%,-12%,u,-18%,-1%,4%,-4%,Cc1ccc(S(=O)(=O)N(CCC#N)C2CCCCC2)c2nsnc12
-1%,20µM*,50µM*,14µM*,2%,-6%,x,x,32%[activator],CS(=O)(=O)c1ccccc1-c1nnc(NC(=O)c2ccco2)o1
-1%,4%,0%,-11%,-3%,-19%,103%[activator],2%,29%,CN=C1c2c(-c3ccccc3)c3cc(OC)ccc3n2CCN1C
-3%,-9%,-5%,u,9%,-9%,x,x,25%,COc1cccc(NC(=O)CSc2nc(=O)n(CCN(C)C)c3c2CCCC3)c1
-3%,-4%,-2%,33%[59 µM],7%,-3%,3%,0%,473%[activator],CNC(=S)N1CCN(C(=O)c2ccco2)CC1
